ST2 IL33 inh: inhibitors of human ST2 (IL1RL1) binding to IL-33, primary screen, biochemical, AlphaLISA | 78,000 compounds, 2.3% hits | inhibition, % for hits at 17 µM | AlphaLISA ST2-Fc/biotin-IL-33 interaction, 1 h | AID 1259354, 2018; in the data active = inhibition above about 30%; inconclusive = mostly about 10% to 28%
Target sequence (Q01638 whole entry, looked up): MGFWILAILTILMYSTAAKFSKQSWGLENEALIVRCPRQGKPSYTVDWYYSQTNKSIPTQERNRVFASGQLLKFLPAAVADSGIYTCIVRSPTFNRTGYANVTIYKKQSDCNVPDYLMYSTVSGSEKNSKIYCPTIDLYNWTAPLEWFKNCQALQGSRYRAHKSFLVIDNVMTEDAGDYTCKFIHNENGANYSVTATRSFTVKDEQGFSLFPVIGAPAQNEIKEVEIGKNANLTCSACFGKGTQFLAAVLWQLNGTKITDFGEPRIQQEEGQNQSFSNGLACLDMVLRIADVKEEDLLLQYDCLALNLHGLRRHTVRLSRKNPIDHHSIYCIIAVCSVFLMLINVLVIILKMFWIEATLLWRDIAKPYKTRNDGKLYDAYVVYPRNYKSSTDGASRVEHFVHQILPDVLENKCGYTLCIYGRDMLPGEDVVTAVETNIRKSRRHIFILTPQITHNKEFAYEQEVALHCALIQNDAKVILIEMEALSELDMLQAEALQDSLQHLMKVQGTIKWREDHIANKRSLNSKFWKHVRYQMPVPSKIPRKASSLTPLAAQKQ
* marks the source's active call; other numbers are inactive results; i = inactive; ? = inconclusive.

The first two entries as a preview:
SMILES | ST2 IL33 inh
O=C(CCc1ccc(-c2ccc(Cl)cc2)[nH]1)N1CCCC(O)(CO)CC1 (stereo unspecified) | ?
Cc1ccc2c(-c3cc4c(n(CC5CC5)c3=O)CCN(C(=O)c3cc5ncccn5n3)C4)cccc2n1 | i

All compounds of this part (from the top)
SMILES | ST2 IL33 inh
O=C(CCc1ccc(-c2ccc(Cl)cc2)[nH]1)N1CCCC(O)(CO)CC1 (stereo unspecified) | ?
Cc1ccc2c(-c3cc4c(n(CC5CC5)c3=O)CCN(C(=O)c3cc5ncccn5n3)C4)cccc2n1 | i
NC(=O)c1ccccc1NC(=O)Nc1ccc(Cl)cc1 | i
O=C(CS(=O)(=O)c1ccccc1)N[C@H]1CCN2C(=O)[C@@H](Cc3ccc(O)cc3)NC(=O)[C@@H]2C1 | i
CN(C)CCC(c1ccc(Cl)cc1)c1ccccn1 (stereo unspecified) | ?
COCC(NC1CCC2(CCNCC2)CC1)c1ccccn1 (stereo unspecified) | i
CCN(c1nc(C)cc(OC)n1)S(=O)(=O)c1ccc(C)cc1 | i
CCOC(=O)c1c(NC(=O)c2cc(C3CC3)on2)sc(C(C)=O)c1C | i
Cc1nc(N)nc2[nH]c(=O)n(-c3ccccc3)c(=O)c12 | i
CC12CC[C@H](C(=O)N(CC(O)CN3CCCCC3)C1=O)C2(C)C (stereo partly specified) | i
Cc1sc2nc3c(C(=O)N4CCN(Cc5ccccc5)CC4)cccn3c(=O)c2c1C | i
CC(C)CN1CC(C(=O)NCc2cc(C(C)C)no2)CC1=O (stereo unspecified) | ?
COc1cc(C2OCC3C(c4ccc(O[C@@H]5O[C@H](COC(C)=O)[C@@H](O)[C@H](O)[C@H]5O[C@@H]5O[C@@H](C)[C@H](O)[C@@H](O)[C@H]5O)c(OC)c4)OCC23)ccc1O (stereo partly specified) | i
COc1ccc(-c2nc(N3CCOCC3)[nH]c(=O)c2C#N)cc1 | i
Cc1cc(C)cc(-n2nc3c(c2NC(=O)c2ccco2)CSC3)c1 | i
O=C(c1c[nH]c2ccc(S(=O)(=O)Nc3ccccc3F)cc2c1=O)N1CCc2ccccc2C1 | i
CC(C)c1ccc(Nc2c(-c3ccc(O)cc3)nc3nc[nH]n23)cc1 | ?
O=C(O)C1CC1c1ccccc1 (stereo unspecified) | i
O=C1CC(N2CCN(C/C=C/c3ccccc3)CC2)C(=O)N1c1ccc(Br)cc1 (stereo unspecified) | i
O=C(c1cccc(Br)c1)n1nnc2ccccc21 | i
O=C(CSc1ncnc2nc[nH]c12)N1CCN(c2ccccc2)CC1 | i
CCn1c(-c2ccccc2F)nc2cc(NC(C)=O)cc(C(=O)NCC(C)Oc3cccnc3)c21 (stereo unspecified) | i
CCN1Cc2nc(OC)c(CNC(=O)C(=O)c3ccccc3)cc2C1=O | i
C=C(C)Cn1c(SCC(N)=O)nc2sc3c(c2c1=O)CCCC3 | ?
Cc1ccc(C)c(N(C)C(=O)C2CCCN2S(=O)(=O)c2cccc3nsnc23)c1 (stereo unspecified) | i
O=C1CSC(c2ccccc2)N1c1ccc(Br)cc1 (stereo unspecified) | i
CNC(=O)C1CCC(Cn2c(=O)c3sccc3n(CC(=O)NC3CCCC3)c2=O)CC1 (stereo unspecified) | i
CCC1CCCCN1CCCNC(=O)c1cn(CCOC)c(=O)c2c1c1ccccc1n2C (stereo unspecified) | i
Cn1c(=O)c2c(nc3n(CCO)c(-c4ccc(Cl)cc4)cn23)n(C)c1=O | i
Cc1nc(NCCc2ccccc2)c2c3c(sc2n1)CCCC3 | i
CCOC(=O)c1cc(C#N)c(SCC)[nH]c1=O | i
COCC(=O)N[C@H]1CC[C@]2(C)CCC([C@H](C)C(=O)NCc3ccc4c(c3)OCO4)[C@H](O)[C@H]2[C@@H]1C (stereo partly specified) | i
COc1ccc(N2CC(C(=O)Nc3ccc(S(=O)(=O)Nc4nccs4)cc3)CC2=O)cc1 (stereo unspecified) | ?
Cc1cccc(OCC(O)CN2C(=O)c3ccccc3C2=O)c1 (stereo unspecified) | i
CCOc1ccc2nc(Cl)c(C3CC(c4ccccc4)=NN3C(=O)c3ccco3)cc2c1 (stereo unspecified) | i
O=C(CSc1c2c(nc3cc(Cl)ccc13)CCCC2)NCCN1CCOCC1 | i
Cc1n[nH]c(C)c1CCCOc1ccccc1F | i
O=C(O)c1ccc(CN2CC(c3cccnc3)C2)cc1 | i
C=CCOC(=O)C1=C(C)N=C2SCCC(=O)N2C1c1cccc(Br)c1 (stereo unspecified) | i
COc1cccc(C(=O)Nc2cccc(N3CCCS3(=O)=O)c2)c1OC | ?

An excerpt from above in order of molar mass, highest first:
SMILES | ST2 IL33 inh
CCn1c(-c2ccccc2F)nc2cc(NC(C)=O)cc(C(=O)NCC(C)Oc3cccnc3)c21 (stereo unspecified) | i
COCC(=O)N[C@H]1CC[C@]2(C)CCC([C@H](C)C(=O)NCc3ccc4c(c3)OCO4)[C@H](O)[C@H]2[C@@H]1C (stereo partly specified) | i
COc1ccc(N2CC(C(=O)Nc3ccc(S(=O)(=O)Nc4nccs4)cc3)CC2=O)cc1 (stereo unspecified) | ?
CCC1CCCCN1CCCNC(=O)c1cn(CCOC)c(=O)c2c1c1ccccc1n2C (stereo unspecified) | i
CNC(=O)C1CCC(Cn2c(=O)c3sccc3n(CC(=O)NC3CCCC3)c2=O)CC1 (stereo unspecified) | i
CCOc1ccc2nc(Cl)c(C3CC(c4ccccc4)=NN3C(=O)c3ccco3)cc2c1 (stereo unspecified) | i
Cc1ccc(C)c(N(C)C(=O)C2CCCN2S(=O)(=O)c2cccc3nsnc23)c1 (stereo unspecified) | i
O=C(CSc1c2c(nc3cc(Cl)ccc13)CCCC2)NCCN1CCOCC1 | i
COc1cccc(C(=O)Nc2cccc(N3CCCS3(=O)=O)c2)c1OC | ?
CCN1Cc2nc(OC)c(CNC(=O)C(=O)c3ccccc3)cc2C1=O | i
C=C(C)Cn1c(SCC(N)=O)nc2sc3c(c2c1=O)CCCC3 | ?
O=C1CSC(c2ccccc2)N1c1ccc(Br)cc1 (stereo unspecified) | i
Cc1nc(NCCc2ccccc2)c2c3c(sc2n1)CCCC3 | i
Cc1cccc(OCC(O)CN2C(=O)c3ccccc3C2=O)c1 (stereo unspecified) | i
CCOC(=O)c1cc(C#N)c(SCC)[nH]c1=O | i
Cc1n[nH]c(C)c1CCCOc1ccccc1F | i

Following part.
SMILES | ST2 IL33 inh
COc1ccccc1-c1cn2c(C(=O)N3CCC(N4CCSCC4)CC3)csc2n1 | ?
CCCCN(CC#Cc1ccccc1)C(=O)c1ccoc1 | i
COC(=O)[C@@H]1C[C@@H](NC(=O)c2sc(C(C)C)nc2C)CN1C | i
O=C(Nc1c(F)c(F)c(F)c(F)c1F)c1c(F)c(F)c(F)c(F)c1F | i
Cc1nc2c(C(=O)NCCN(C)Cc3ccccc3)cnn2c(C)c1Cc1ccccc1 | i
CNCc1cc(-c2ccc(OC)c(Cl)c2)ccc1OC | i
Cc1ccc(N2C(=O)c3ccc(C(=O)O)cc3C2=O)c(C)c1 | i
O=C(O)[C@@H]1C[C@@H](C(=O)O)N1 | ?
CC(c1ccon1)N(C)C(=O)c1ccc(-c2ccccc2Cl)o1 (stereo unspecified) | i
COc1ccc(N=c2scc(-c3ccc(I)cc3)n2CCO)cc1 | 55%*
COc1ccccc1/C=C/C1=NC(=C\c2cccc([N+](=O)[O-])c2)/C(=O)O1 | i
O=S(=O)(c1ccc2c(c1)OCCO2)N1CCN(Cc2ccccc2)CC1 | i
O=C(CCC1CCCN(C2CCN(c3ccccc3)CC2)C1)NCc1ccccc1Cl (stereo unspecified) | ?
CCC(C)C1N=C2c3ccccc3N=C(SCc3cc(=O)n4ccccc4n3)N2C1=O (stereo unspecified) | i
CCc1ccccc1NC(=O)C(CC)N1C(=O)C2(OCCCO2)c2ccccc21 (stereo unspecified) | ?
COc1cc(OC)c(C2C(C#N)=C(N)Oc3n[nH]c(-c4ccc(C)cc4)c32)cc1OC (stereo unspecified) | i
Cc1cc(C)c(-c2nc(C(N)=O)c3c(n2)n(-c2ccc(C)c(C)c2)c(=O)n3C)c(C)c1 | ?
CCOC(=O)C1(CCOc2ccccc2)CCN(S(=O)(=O)c2c(C)noc2C)CC1 | i
CC(C)Cn1c(CN2CC(C)OC(C)C2)nc2c1c(=O)[nH]c(=O)n2C (stereo unspecified) | i
CC1=C(C#N)C(c2ccc(C)cc2)C2=C(CC(c3ccccc3)CC2=O)N1 (stereo unspecified) | ?
CN1CCN(C(=O)CSc2c3c(nc4ccccc24)CCC3)CC1 | i
COc1cc(C2OCC3C(c4cc(OC)c(O[C@@H]5O[C@H](CO[C@@H]6O[C@H](CO)[C@@H](O)[C@H](O)[C@H]6O)[C@@H](O)[C@H](O)[C@H]5O)c(OC)c4)OCC23)cc(OC)c1O[C@@H]1O[C@H](CO)[C@@H](O)[C@H](O)[C@H]1O (stereo partly specified) | i
CCC(=O)NCCCc1nc2ccccc2n1C | i
c1cnc(CCNc2ccc(-c3nc(C4CC4)no3)cn2)cn1 | i
COc1ccc(CCC(=O)Nc2cc(N3CCCS3(=O)=O)ccc2OC)cc1 | i
Cc1cnccc1CN(C)C(=O)c1ccc(C#CC(C)(C)O)o1 | ?
CN(Cc1cc(-c2ccccn2)no1)C1CCC2(CCNCC2)CC1 | ?
Brc1ccccc1-c1nnc(-c2cccnc2)o1 | ?
Cc1cc(Cl)nc(Cl)c1S(=O)(=O)NC1CCCCC1 | i
COc1cccc(-c2cc(C(F)(F)F)nc(N3CCCC3)n2)c1 | i

Following part
Molecule	ST2 IL33 inh
OCCNc1c(F)c(F)nc(N2CCOCC2)c1F	i
Cc1cc(C)c(S(=O)(=O)NCC#N)c(C)c1	i
CCC1CCCCN1S(=O)(=O)c1ccc2c(c1)CCC(=O)N2 (stereo unspecified)	i
NC(=O)CN1CCOC(Cc2cccc3ccccc23)C1 (stereo unspecified)	i
Cc1ccccc1Cn1c(=O)c(F)cn(C2CCCO2)c1=O (stereo unspecified)	i
COCc1cc(CC2(NCc3cc4ccccc4o3)COC2)no1	i
Cc1ccc(Cl)c(-c2nccn2CCN2CCCOC2=O)c1F	?
CCOc1cc(/C=C2/NC(=O)NC2=O)ccc1OCc1ccccc1C#N	i
Cc1nc(CNC(C)COc2ccccc2)cs1 (stereo unspecified)	i
Cc1cc(C)n2nc(SC(C)C(=O)NCc3ccccc3)nc2n1 (stereo unspecified)	i
Cc1cc(NC(=O)c2cc(-c3ccco3)on2)n(-c2ccccc2)n1	i
O=C(CCc1nc2ccccc2[nH]1)N1CCc2c(ncnc2N2CCOCC2)C1	i
CCc1ccc(Nc2nnc(Cc3ccc(Cl)cc3)c(=O)[nH]2)cc1	i
CCCn1cnc2c1CN(C(=O)COc1ccccc1)[C@H](C(=O)OC)C2	i
Fc1ccc(CN2CCCCCC2)cc1Br	i
COc1cccc(-n2cc(CN(C)Cc3cccc4nccnc34)cn2)c1	i
c1ccc2oc(SCc3cn4ccccc4n3)nc2c1	i
Cc1ccc(O)c(N=Cc2cc3c(cc2[N+](=O)[O-])OCO3)c1	?
Cc1nc(N(C)C)nc(N2CCN(Cc3cnn(C)c3C3CC3)CC2)c1C	?
Cc1ccc(NS(=O)(=O)c2ccc3c(c2)NC(=O)CC(=O)N3)cc1N(C)C	i
Cc1ccc(C(=O)N[C@H]2CO[C@H]3[C@@H]2OC[C@@H]3n2cc(CN(C)Cc3ccccc3)nn2)cc1	i
Cc1ccc(Cn2ccc(NC(=O)c3noc4c3CCc3ccccc3-4)n2)cc1	i
Cc1c(N=Cc2ccc(O)cc2O)c(=O)n(-c2ccccc2)n1C	i
C=CCNCCOc1ccc(Cl)cc1Br	i
CCC(=O)N1N=C(c2ccccc2)CC1Cc1cc2cccc(C)c2[nH]c1=O (stereo unspecified)	i
O=c1oc2ccccc2cc1-c1nc2ccccc2c(=O)[nH]1	i
Cc1ncc(C)c(N2CCC(C3(Cc4ccc(F)cc4)NC(=O)NC3=O)CC2)n1 (stereo unspecified)	i
C=CCNC(=O)N[C@H]1[C@H](O)[C@@H](N2CCCC2)[C@@H]2OC[C@H]1O2	?
O=C(NCc1ccco1)c1ccc(Cl)cc1Cl	?
COc1cccc(-c2nnc(Nc3nc4c(F)cccc4s3)o2)c1	i
CCC(=O)Nc1cc(Cl)ccc1C(=O)N1C[C@H](OC(C)C)[C@@H](O)C1	?
COc1ccc(-c2noc([C@@H]3C[C@H](NS(=O)(=O)c4ccc5ccccc5c4)CN3C)n2)cc1	?
COc1ccc(C=Nc2ccc(S(=O)(=O)Nc3ccccn3)cc2)c(OC)c1	i
CC(C)c1ccc(S(=O)(=O)NCc2ccc3c(c2)OCO3)cc1	i
NC(=O)C1CCN([C@H]2[C@@H]3OC[C@@H](O3)[C@@H](NCc3ccc(F)cc3)[C@@H]2O)CC1	?
Cc1ccc2nc(-c3c[nH]c4ccccc34)c(NC3CCCC3)n2c1	i
CC(C)C(=O)Nc1ccc([N+](=O)[O-])c(C(F)(F)F)c1	i
O=C(CCc1ccc(O)cc1)c1c(O)cc(O)cc1O	i
CCSc1nnc2c(n1)OC(c1ccsc1)N(C(=O)CC)c1ccccc1-2 (stereo unspecified)	i
COCc1cc(CNC(=O)c2cn(-c3ccccc3)nn2)[nH]n1	?
CC1(C)CC(=O)C2=C(C1)NC1=C(C(=O)c3ccccc31)C2c1cccc(F)c1 (stereo unspecified)	i
Cn1c(Br)nc2c1c(=O)n(Cc1ccccc1F)c(=O)n2C	?
COc1ccc(-c2cc(C[C@H]3CNCC[C@H]3CC(=O)NCc3ccccc3OC)no2)cc1	i
CC1=C(C(=O)Nc2ccccn2)C(c2ccc(Cl)cc2Cl)C2=C(CCCC2=O)N1 (stereo unspecified)	?
CCc1nc(CN(C)C(CC)c2cccnc2)c(C)[nH]1 (stereo unspecified)	i
O=C(NCC1(c2ccccc2)CCOCC1)c1ccccc1[N+](=O)[O-]	i
Cc1ccc(CNC(=O)c2ccc3nc4ccsc4c(=O)n3c2)cc1	i
CN(CC1COc2ccccc2O1)C(=O)c1ccc(NCc2ccncc2)nc1 (stereo unspecified)	i
CCCCOc1ccc(-c2ncc([N+](=O)[O-])cn2)cc1	i

From PubChem BioAssay

Not all compounds are listed (hit frequency here may not be typical).
